GPR55 activation – selective activators of receptor GPR55 – imaging, U2OS cells, beta-arrestin-GFP redistribution, primary screen (AID 1961). activation, % at 10 µM, or EC50 in µM where a hit was titrated. U2OS GPR55 beta-arrestin-GFP redistribution imaging; higher % means a stronger effect. 290,000 compounds, 0.048% hits;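 active = activation above 40% with more than 50 cells counted in the well; inconclusive = wells holding fewer than 50 cells, flagged as toxic or sparse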;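 also: U2OS osteosarcoma cells stably expressing GPR55 and beta-arrestin-GFP; plate controls were DMSO negative control for no effect and LPI positive control for full effect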
UTI89 phage lysis – protection from phage-mediated lysis, alamar blue read-out – E. coli UTI89, K1F phage, bacterial capsule biogenesis inhibitors (AID 488966); E. coli UTI89 K1F phage lysis, alamar blue, 2 h; higher % means a stronger effect; one-dose inhibition, % at 100 µM; IC50 in µM for titrated hits; 340,000 compounds, 0.02% hits;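 active = phage lysis inhibition, versus mean bacterial control, above a set limit; inconclusive = no clear call, values can overlap the other calls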;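 also: capsule biogenesis inhibitors block K1F phage lysis so surviving cells raise fluorescence; higher fluorescence means more inhibition of phage lysis; actives were called in the ten point dose series up to 300 µM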
NOD1 inhibition – NOD1 signaling inhibitors, primary screen, cell-based, luminescence, uHTS (AID 1578); NOD1-driven NF-kB luciferase reporter cells, luminescence; higher % means a stronger effect; 290,000 compounds, 1% hits; inhibition, % at 4 µM; hits with a dose series show EC50 in µM; in the data active = inhibition mostly above about 36%, no sharp cut-off; inactive = mostly below about 34%;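 also: HEK-293T reporter cells stimulated with the NOD1 agonist gamma-tri-DAP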
KOR beta-arrestin-1 – kappa opioid receptor blockers – cell-based, luminescence, uHTS (AID 1778). KOR beta-arrestin recruitment, luminescence, antagonist mode; higher % means a stronger effect. inhibition, % at 10 µM, or IC50 in µM where a hit was titrated. 290,000 compounds, 0.091% hits; in the data active = inhibition above about 50%; also: strong numbers were not always called active
KOR beta-arrestin-2 – KOR agonists, beta-arrestin recruitment, primary screen, cell-based, luminescence, uHTS (AID 1777). KOR beta-arrestin recruitment, luminescence; higher % means a stronger effect. one-dose activation, % at 10 µM; EC50 in µM for titrated hits. 280,000 compounds, 0.02% hits; in the data active = activation above about 50%, passing the limit was not always enough; also: a part of the inactive calls stands beside numbers as strong as those of hits
GPR35 antagonists – GPR35 antagonists blocking zaprinast-driven arrestin recruitment, primary screen, imaging, U2OS, beta-arrestin-GFP, zaprinast agonist (AID 2058); U2OS GPR35 beta-arrestin-GFP translocation imaging, zaprinast antagonism; higher % means a stronger effect; 290,000 compounds, 0.052% hits; one-dose inhibition, % at 10 µM; IC50 in µM for titrated hits;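 active = inhibition of at least 50% with at least 30 cells and total cytoplasm GFP at most 10,000,000; inconclusive = under 30 cells or total GFP of 10,000,000 plus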
NTR1 ag – NTR1-driven beta-arrestin-GFP spot formation – imaging, U2OS cells, high content, primary screen (AID 493036) | 330,000 compounds, 0.17% hits | agonist mode | activation, % at 20 µM;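 active = activation at or above 40% of the spot to cytoplasm intensity ratio, with at least 20 cells analyzed; inconclusive = wells under 20 cells, flagged as cytotoxic or low count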;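 also: 0% = DMSO without peptide and 100% = 100 nM NTR1 peptide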
Target sequence (P30989 whole entry, looked up): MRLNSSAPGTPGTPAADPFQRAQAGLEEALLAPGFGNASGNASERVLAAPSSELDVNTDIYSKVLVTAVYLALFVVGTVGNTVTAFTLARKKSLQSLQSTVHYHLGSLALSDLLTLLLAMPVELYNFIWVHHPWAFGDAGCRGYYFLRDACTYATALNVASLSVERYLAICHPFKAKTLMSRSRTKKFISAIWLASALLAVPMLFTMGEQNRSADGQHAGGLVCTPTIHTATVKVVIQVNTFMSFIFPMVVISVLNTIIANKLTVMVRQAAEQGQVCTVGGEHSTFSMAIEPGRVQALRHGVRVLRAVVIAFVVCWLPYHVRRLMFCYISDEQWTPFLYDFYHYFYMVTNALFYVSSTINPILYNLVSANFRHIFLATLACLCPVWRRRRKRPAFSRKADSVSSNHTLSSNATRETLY
Rac1 GTP hydrolysis – MgcRacGAP GTPase-activating activity inhibitors, confirmation, biochemical, ADP Hunter fluorescence; 340,000 compounds, 0.6% hits; MgcRacGAP-stimulated Rac1 GTP hydrolysis, ADP Hunter fluorescence; higher % means a stronger effect; GST-tagged Rac1 F28L mutant substrate; inhibition, % at 30 µM; hits with a dose series show IC50 in µM; AID 624330;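 active = first-screen hits whose inhibition reached a set limit at any dose in the follow-up dose series; inconclusive = inhibition above the set first-screen limit but never retested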;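 also: fluorescence reports GDP produced by GAP-driven GTP hydrolysis; strong numbers were not always called active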
GPR55 antagonists – GPR55 antagonists blocking LPI-driven arrestin recruitment, primary screen, imaging, U2OS, beta-arrestin-GFP, LPI agonist (AID 2013). 290,000 compounds, 0.13% hits. U2OS GPR55 beta-arrestin-GFP translocation imaging, LPI antagonism; higher % means a stronger effect. one-dose inhibition, % at 10 µM; IC50 in µM for titrated hits;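 active = spots per cell inhibited over 60%, with over 100 cells counted and total cytoplasm intensity under 500,000; inconclusive = wells with under 100 cells, flagged as likely toxic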;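 also: U2OS cells stably carrying GPR55 and arrestin-GFP stimulated by 5 µM LPI near EC80; imaged beta-arrestin-GFP aggregate spots per cell after agonist stimulation; plate controls were LPI-stimulated DMSO wells for no effect and DMSO wells without LPI for full effect; some results filed as inactive read as strong as hits; confirmed hits need IC50 under 10 µM and bright autofluorescent wells are also inconclusive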
NTR1 ag cell count 20 µM – further read-out of NTR1 ag, marked with its call; cell count; measured here: cell count, cytotoxicity flag
Numbers without * were called inactive; ? = inconclusive; · = not tested or not shown; [ ] = remark or other dose.

SMILES	GPR55 activation	UTI89 phage lysis	NOD1 inhibition	KOR beta-arrestin-1	KOR beta-arrestin-2	GPR35 antagonists	NTR1 ag	NTR1 ag cell count 20 µM	Rac1 GTP hydrolysis	GPR55 antagonists
COc1cc(OC)cc(C(=O)N2CCN(C(=O)COc3ccc4ccccc4c3)CC2)c1	-0.2%	-0.4%[50 µM]	-59%	-14%	-0.5%	1%	-0.1	56	4%	-1%
COC(=O)c1c(NC(=O)C2(C)Cc3ccccc3C(=O)O2)sc2c1CCCC2 (stereo not given)	0.6%	2.0%	9%	3%	-3.9%	6%	9.5	51	7%	5%
Cc1ccc(S(=O)(=O)NN2C(=O)c3ccccc3NC2c2ccccc2)cc1 (stereo not given)	0.1%	0.7%	-17%	26%	-2.6%	-7%	-0.9	26	5%	4%
Cc1nn(C(C)C(=O)NCCCN2CCCCCC2)c(=O)c2c1sc1ccccc12 (stereo not given)	0.0%	-0.4%	-7%	-12%	-1.7%	-15%	0.8	66	14%	4%
CC1CN(CCOc2ccc(F)cc2)CC(C)O1 (stereo not given)	-0.1%	0.5%	-23%	-4%[20 µM]	-2.0%	-5%	0.6	69	26%	-12%
CCCOc1ccc(N2C(=O)CC(NCc3cccs3)C2=O)cc1 (stereo not given)	0.3%	1.0%	-22%	4%	-0.2%	-9%	0.8	63	5%	4%
O=C(Nc1ccc(N2CCOCC2)cc1N1CCOCC1)c1cccs1	-0.2%	0.4%	4%	14%	-6.0%	3%	-0.2	67	1%	-6%
COCCCNS(=O)(=O)c1ccc2c(c1)CCN2C(C)=O	-0.2%	1.6%	-2%	-6%	2.2%	2%	-0.6	79	0%	4%
COc1ccc(/C=N/N=C2/NC(=O)C(CC(=O)O)S2)cc1OCc1ccc(Cl)cc1 (stereo not given)	0.8%	4.9%	-24%	-49%	-4.8%	-8%	3.4	43	25%	-2%
Cc1cc(C)c2nc(C)cc(N/N=C/c3ccc(O)cc3)c2c1	-0.1%	0.2%	-25%	-20%[20 µM]	1.3%	24%	24	60	18µM*	59%
CC(OC(=O)c1ccc2c(=O)n3c(nc2c1)CCCCC3)C(=O)Nc1ccc(F)cc1Cl (stereo not given)	0.0%	3.9%	-9%	-18%	2.8%	6%	1.4	38	2%	-29%
O=[N+]([O-])c1cccc(-c2ccc(/C=N/NC(=S)Nc3cccc(F)c3)o2)c1	-0.2%	1.7%	-4%	40%	-0.8%	5%	3.4	51	3%	8%
Cc1noc(C)c1COc1ccc(C(=O)OCC(=O)N2CC(=O)Nc3ccccc32)cc1	-0.1%	2.8%	1%	-18%	11%	-11%	-1.1	55	3%	7%
O=C1c2ccccc2NC(c2ccccc2F)N1NS(=O)(=O)c1ccccc1 (stereo not given)	0.2%	-1.2%	-13%	-44%	2.7%	4%	0.6	47	14%	-2%
CC(=O)c1cccc(NC(=O)CN(C)Cc2ccc(OC(F)F)cc2)c1	-0.2%	1.6%[50 µM]	3%	-13%	-1.7%	4%	-1.2	66	31%	10%
CCNC(=O)C(=O)NCC(c1cccs1)S(=O)(=O)c1ccc(C)cc1 (stereo not given)	0.6%	0.0%	-12%	-25%	4.4%	0%	0.6	51	-4%	-1%
Cc1ccc2[nH]c(C)c(CCNC(=O)c3cc4cc([N+](=O)[O-])ccc4oc3=O)c2c1	0.7%	1.5%	-29%	-8%	-7.7%	19%	1.8	57	5%	-1%
COc1ccc(S(=O)(=O)N2CCOCC2)cc1NS(=O)(=O)/C=C/c1ccccc1	0.0%	0.1%	-4%	-16%	-1.4%	-14%	0.6	60	9%	9%
CC(NC(=O)CSc1nnc(-c2cccc(S(=O)(=O)N3CCCCC3)c2)o1)C12CC3CC(CC(C3)C1)C2 (stereo not given)	-0.1%	0.6%	3%	8%	-1.2%	-12%	3.5	43	10%	-8%
CCOc1ccc(NC(=O)c2c[nH]n3c(=O)cc(C4CCN(C(=O)OC(C)(C)C)CC4)nc23)cc1	0.3%	2.0%	7%	15%	-0.6%	-1%	1.0	50	14%	16%
COc1ccccc1NC(=O)CCN1C(=O)C2CC=CCC2C1=O (stereo not given)	0.2%	0.5%[50 µM]	-64%	-9%	2.0%	4%	0.4	55	5%	7%
COc1ccc(/C=C2/SC(=O)N(CCCCCC(=O)Nc3ccccc3C(=O)O)C2=S)cc1	0.4%	-0.5%	-61%	-15%	-0.8%	9%	0.2	82	18%	7%
CC(C)(C)NC(=O)COC(=O)c1ccc(S(=O)(=O)N2CCCC2)cc1	-0.5%	0.3%	-12%	-22%	0.4%	1%	-0.2	50	-2%	-8%
Cc1ccc(C)n1C1CCS(=O)(=O)C1 (stereo not given)	-0.1%	0.4%	-8%	-10%	-0.2%	-1%	0.5	47	7%	-4%
COc1ccc(N2C(=O)NC3CC2(C)Oc2ccccc23)cc1 (stereo not given)	0.9%	1.1%[50 µM]	-17%	5%	3.3%	16%	0.8	55	12%	13%
Cc1ccc(NC(=O)CCC(=O)NNC(=O)c2cccc([N+](=O)[O-])c2)cc1C	-0.2%	0.9%	-15%	-22%	-0.2%	-11%	0.7	62	3%	13%
CCN(CC)c1ccc(/C=N/NC(=O)Cc2cccs2)cc1	-0.2%	-0.1%	-28%	10%	2.3%	8%	0.4	56	18%	5%
NS(=O)(=O)c1ccc(NC(=O)CN2CCc3ccccc32)cc1	-0.1%	-1.5%	2%	2%	-0.7%	11%	-0.8	43	3%	8%
Cc1cc(NS(=O)(=O)c2ccc(NC(=S)Nc3ccc(Cl)cc3C)cc2)no1	0.2%	0.0%	0%	18%	-0.4%	18%	-0.7	57	9%	16%
CCCn1c(SCC(=O)Nc2nc(C)cs2)nnc1-c1cccnc1	0.0%	3.5%	-16%	26%	-3.2%	-6%	-0.6	68	10%	5%
Fc1ccc(NC(=S)N2CCN(c3ncccn3)CC2)cc1	-0.1%	0.2%	-8%	-5%[20 µM]	-0.8%	-5%	-0.9	69	5%	7%
O=C(CSc1ncnc2nc[nH]c12)Nc1nnc(SCc2ccc(Cl)c(Cl)c2)s1	0.2%	0.1%	5%	-56%[20 µM]	-4.1%	-5%	-1.2	109	4%	14%
CCN(CC)C(CNS(=O)(=O)c1ccc(Cl)cc1)c1ccccc1 (stereo not given)	-0.1%	0.0%	20%	-16%	2.0%	-1%	1.5	43	5%	5%
CC(C)(C)c1ccc(/C=N/NC(=O)Cc2c[nH]c3ccccc23)cc1	-0.2%	0.5%	2%	0%	5.6%	-14%	22	96	4%	-2%
OCCSc1nc(-c2ccccc2)nc2ccc(F)cc12	0.2%	0.1%	-21%	-13%[20 µM]	·	-5%	4.4	78	6%	-14%
CCOCCOC(=O)C1=C(C)N(C)C(=O)NC1c1cc(Cl)c(O)c(OC)c1 (stereo not given)	-0.1%	-0.2%	-10%	-14%	-4.7%	14%	-1.7	79	7%	2%
Cc1cccc(NC(=S)N(CCc2ccncc2)C(C)C)c1C	0.0%	0.2%	-13%	-5%	4.5%	-17%	0.8	52	8%	5%
Cc1ccc(C2=NC(C)(C)N=C2SCC(=O)Nc2ccc(Cl)cc2)cc1	0.3%	-0.1%	-1%	18%	-2.0%	7%	2.8	88	5%	12%
CCC(=O)Nc1ccc(-c2cc3ccccc3oc2=O)cc1	-0.1%	0.2%	-50%	-2%[20 µM]	-9.8%	-19%	0.2	70	4%	13%
Cn1cnc([N+](=O)[O-])c1C(=O)Nc1cccc([N+](=O)[O-])c1	-0.2%	-0.7%	34%	-7%	6.9%	28%	-0.7	40	0%	1%
O=C(C[n+]1cc(-c2ccccc2)n2c1CCC2)Nc1nc(-c2ccccc2)cs1	-0.5%	?	-33%	13%	4.7%	3%	0.4	30	11%	-2%
N/C(CCN1CCCCC1)=N/O	-0.1%	3.8%	-20%	-9%	5.6%	-4%	-0.1	52	-3%	-15%
Cc1ccc2cc(C#N)c(NCc3ccco3)nc2c1	-0.2%	0.1%	-2%	31%	-1.0%	5%	-0.5	81	5%	6%
Cc1nn(C)c(C)c1S(=O)(=O)N(CC(=O)Nc1ccccn1)c1ccc(C(C)C)cc1	-0.4%	-1.9%	1%	-7%	-3.1%	-12%	-1.1	49	6%	7%
O=C(c1ccc(S(=O)(=O)Nc2ccccc2)cc1)N1CCOCC1	0.3%	0.0%	-15%	17%	-8.6%	-15%	-0.3	50	2%	10%
CCCCC(=O)Nc1ccc(C(=O)Nc2nc(CC(=O)OCC)cs2)cc1	0.3%	-0.9%	5%	34%	2.4%	0%	1.7	77	13%	7%
CCOC(=O)C1C(=O)OC2(CCOC(C)(C)C2)C1C(=O)OCC (stereo not given)	-0.1%	0.6%	0%	3%	-3.9%	9%	0.6	46	4%	-13%
CCOC(=O)C1CCN(C(=O)CSc2ccccc2)CC1	0.3%	0.3%	-13%	1%	-2.1%	-2%	-0.6	80	2%	8%
Cn1c(NCCN2CCCCC2)cc(=O)n(C)c1=O	-0.1%	1.5%	-2%	8%	-5.8%	-8%	-1.8	50	3%	8%
COc1ccc(C/C(N)=N/OC(=O)Cc2ccccc2)cc1OC	0.3%	-0.4%	30%	35%	-1.6%	21%	0.7	47	7%	9%

Later entries
SMILES	GPR55 activation	UTI89 phage lysis	NOD1 inhibition	KOR beta-arrestin-1	KOR beta-arrestin-2	GPR35 antagonists	NTR1 ag	NTR1 ag cell count 20 µM	Rac1 GTP hydrolysis	GPR55 antagonists
O=c1cc(N2CCN(c3ccc(F)cc3)CC2)[nH]c(=O)n1C1CCCCC1	-0.1%	0.0%	-27%	-14%	1.6%	-6%	-0.8	50	1%	0%
Cc1ccc(C)c(CN2CCC(CNC(=O)CCc3nnc4ccc(N5CCCCC5)nn34)CC2)c1	0.2%	0.0%	-20%	31%	-0.3%	-5%	-0.4	68	11%	9%
Cn1c(=O)oc2cc(S(=O)(=O)Nc3ccc(Cl)cc3)ccc21	0.0%	-0.8%	-11%	-17%[20 µM]	0.8%	3%	1.3	76	11%	9%
COc1cc2[nH]c(=O)c(C(=O)NCc3ccc(F)cc3)c(O)c2cc1OC	-0.2%	0.2%	1%	11%	1.9%	-4%	0.0	69	10%	10%

Not all compounds are listed; rates above refer to the full screens.
